TexasRed fluor: Texas Red fluorescence interference in TRb-SRC2 counter-screen; TRb/SRC2 Texas Red total fluorescence interference; Potency, µM (titrated, usually from 106 µM), inactives show at the top dose fluorescence change, negative = quenching; 280,000 compounds, 0.29% hits; AID 1479; active means well fitted curve in either direction with a large enough effect; inconclusive means small, poorly fitted or top-dose-only effect; further: on the % scale 0 is the no-effect control and ±100 the full control effect
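Flags fluorescent or light-absorbing compounds by total fluorescence, S + 2P, at 555 nm excitation and 632 nm emission. Mixture: 20 nM Texas Red SRC2 peptide, 0.6 uM human TRb LBD, 1 uM T3, 5% DMSO; compound exposure 5 h at ambient temperature.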
Tau FP inhib: tau fibrillization inhibition (FP); Potency, µM (series often up to 57.7 µM), for the others: top-dose activity, negative = inhibition, usual class: inhibitors; 280,000 compounds, 0.39% hits; AID 1468; K18 P301L tau heparin fibrillization, Alexa594 FP, 6 h; further: on the % scale 0 is the no-effect control and ±100 the full control effect; nearly all actives have a fitted effect of over 55% in size
Target sequence (P10636 561-689 P618L limits assumed): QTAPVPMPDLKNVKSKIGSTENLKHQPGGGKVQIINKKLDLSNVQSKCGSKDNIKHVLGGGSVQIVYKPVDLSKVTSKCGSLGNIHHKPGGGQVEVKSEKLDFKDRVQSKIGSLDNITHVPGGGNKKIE
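K18 P301L tau (15 uM unlabeled/0.24 uM Alexa 594-labeled, final) + compound + heparin 20 uM final; 100 mM NaOAc pH 7; 6 hr 37 C; ThT 30 uM final added, 1 hr RT; FP ex 555/em 632 nm.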
TRb-SRC2 inh: disrupts binding of human TR beta to SRC2 | P10828 | TRbeta-SRC2 peptide binding, fluorescence polarization; receptor liganded with 1 µM T3 | Potency, µM (titrated, usually from 106 µM), for the others: at the highest dose activity change, negative = inhibition, hits mostly inhibitors | 280,000 compounds, 0.065% hits;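 further: plate controls were bound peptide for no effect and peptide without receptor for full effect; nearly all actives have a fitted effect of over 50% in size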
Target sequence (P10828 whole entry, looked up): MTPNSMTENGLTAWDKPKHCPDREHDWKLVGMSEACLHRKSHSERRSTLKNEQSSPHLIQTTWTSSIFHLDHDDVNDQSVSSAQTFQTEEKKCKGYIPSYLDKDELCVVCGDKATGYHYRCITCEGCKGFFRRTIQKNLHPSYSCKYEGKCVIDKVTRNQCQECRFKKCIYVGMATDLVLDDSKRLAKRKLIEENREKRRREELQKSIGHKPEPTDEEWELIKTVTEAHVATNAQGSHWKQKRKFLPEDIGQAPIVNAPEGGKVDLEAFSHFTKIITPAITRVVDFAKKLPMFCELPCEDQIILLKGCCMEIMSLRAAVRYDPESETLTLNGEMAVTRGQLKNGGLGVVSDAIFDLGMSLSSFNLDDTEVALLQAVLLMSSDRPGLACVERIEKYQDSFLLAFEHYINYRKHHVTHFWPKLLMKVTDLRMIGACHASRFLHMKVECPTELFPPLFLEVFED
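Decrease in fluorescence polarization of 20 nM Texas Red SRC2 coactivator peptide flagged inhibition of its binding to 0.6 uM TRb LBD; 1 uM T3 included, incubation 5 hr, ex 555/em 632 nm.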
Tau ThT inhib: blocks human tau fibril formation measured by thioflavin T; Potency, µM (highest dose often 57.4 µM), without a hit: top-dose activity, negative = inhibition, most hits filed as inhibitors; AID 1460; 270,000 compounds, 2.1% hits; recombinant tau K18 P301L, heparin-induced fibrillization, ThT fluorescence; further: on the % scale 0 is the no-effect control and ±100 the full control effect; nearly all actives have a fitted effect of over 55% in size
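K18 P301L tau (15 uM + 0.24 uM Alexa 594-tagged), heparin 20 uM, NaOAc pH 7, 6 h 37 C; ThT 30 uM, 1 h RT, ex 450/em 510 nm.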
Tau fluor counter: counter-screen for tau fibril formation inhibitors. tau K18 P301L Alexa594 fluorescence, heparin fibrillization. Potency, µM (highest dose often 57.7 µM), without a hit: at the highest dose activity change, negative = decrease. 280,000 compounds, 0.93% hits; further: on the % scale 0 is the no-effect control and ±100 the full control effect; nearly all actives have a fitted effect of over 55% in size
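Human tau K18 P301L (15 uM unlabeled, 0.24 uM Alexa 594-labeled) in 100 mM sodium acetate pH 7 with 20 uM heparin, 6 hr at 37 C. ThT 30 uM added, 1 hr ambient; Alexa 594 FP and total fluorescence read at 555/632 nm.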
RECQ1 helicase: RECQ1 (human) helicase inhibition; P46063; AID 2549; Potency, µM (doses to about 57.3 µM), without a hit: at the highest dose activity, negative = inhibition, most hits filed as inhibitors; RECQ1 DNA unwinding, red fluorescence kinetic read; 240,000 compounds, 0.54% hits;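 further: plate controls were vehicle for no effect and no enzyme for full effect; nearly all actives have a fitted effect of over 30% in size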
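RECQ1T1 50 nM; forked duplex (20 bp + 30-nt ss tails) 200 nM, ATP 2 mM final; pH 8.0, 2 mM MgCl2, 2.5 ug/ml poly(dI-dC); 15 min compound preincubation; discontinuous kinetic read over 2 h at RT.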
L3MBTL1 inh: inhibitors of human L3MBTL1. Q9Y468. AlphaScreen L3MBTL1–H3K9me1 peptide binding. Potency, µM (top dose mostly 57.1 µM), for inactives: at the top dose activity, negative = inhibition, actives largely listed as inhibitors. 230,000 compounds, 0.66% hits; further: on the % scale 0 is the no-effect control and ±100 the full control effect; nearly all actives have a fitted effect of over 60% in size
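AlphaScreen proximity signal between nickel-chelate acceptor and streptavidin donor beads (final 10 ug/mL) reports binding of 50 nM L3MBTL1 to 75 nM biotin-H3 K9me1 peptide; complex incubated with compounds 30 min at room temperature; cefsulodin titration as control.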
HTT cytoprotect: protects HTT-Q103 PC12 cells, measured by ATP; AID 1471; 230,000 compounds, 0.14% hits; Potency, µM (highest dose often 56.4 µM), for the others: cytoprotection (ATP increase), usual class: activators; PC12 HTT-Q103 induced, cytoprotection, ATP luminescence, 40 h;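 further: % of control where 0% means no effect; nearly all actives have a fitted effect of over 45% in size; toxic huntingtin expression switched on by the ecdysone agonist tebufenozide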
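PC12 cells with ecdysone-inducible HTT exon 1 Q103-GFP, induced with 100 nM tebufenozide and co-treated with library compounds in a dose series (1536-well, 1500 cells/well). Cytoprotection read as ATP content by ATPlite luminescence.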
* hit, by the source's call; i = inactive; ? = inconclusive; · = not tested or not shown; & = joins results of further samples; [ ] = remark or other dose. Unless noted, the call rests on the fitted dose curve; in most records, active means well fitted curve in the direction sought with a large enough effect; inconclusive means small, poorly fitted or top-dose-only effect, or another doubt; inactive means no such curve, though single readings can be large; an effect the other way counts as inactive or inconclusive. Potency means the concentration at half of the fitted maximal effect. Not all compounds are listed; rates above refer to the full screens.

molecule	HTT cytoprotect	RECQ1 helicase	Tau ThT inhib	TexasRed fluor	Tau FP inhib	TRb-SRC2 inh	L3MBTL1 inh	Tau fluor counter
COc1ccc(CC(=O)NC2CC(C)(C)NC(C)(C)C2)cc1	-11.9%[1.9 µM]	-1.4%	-5.5%	1.8%	-3.3%	-5.1%	5.5%	-1.3%
O=C(NNC1=C(C(=O)C(F)(F)F)CCC1)c1cccc(O)c1	11.0%[10 µM]	-3.0%	-13.1%	-7.2%	8.1%	0.5%	-5.1%	-7.8%
O=C(Nc1ccc(N2CCOCC2)cc1)c1ccc2c(c1)OCO2	-5.1%[10 µM]	-1.2%	?	-3.5%	6.2%	7.1%	-12.6%	-9.2%
Cn1c(N/N=C/c2cccs2)nc2c1c(=O)n(Cc1ccccc1)c(=O)n2C	1.8%[10 µM]	0.8%	-8.8%	-0.6%	7.0%	-0.7%	3.9%	-18.2%
Cn1nc(C(F)(F)F)c(C(=O)Nc2cccc(Cl)c2)c1Cl	-16.5%	-5.1%	-11.6%	-6.8%	-7.9%	-3.5%	-4.6%	-4.9%
CN(Cc1cnn(C)c1)C(=O)c1ccc(OC2CCN(CCc3ccccc3)CC2)cc1	33.7%[10 µM]	5.3%	1.3%	-0.8%[53 µM]	-0.4%	2.2%[53 µM]	7.9%	-0.4%
Cc1cc(-c2nn(-c3ccccc3F)cc2CN(C)CC(O)CO)c(C)s1 (centres undefined)	-6.0%[10 µM]	i	-0.5%	1.2%	2.6%	-9.8%	-14.4%	4.6%
CCOc1cc(CNS(=O)(=O)c2ccc3c(c2)C(C)(C)C(=O)N3)cc(OCC)c1OCC	·	·	5.8%	-2.5%	-1.4%	-7.5%	·	-1.4%
N=c1sccn1CC(=O)Nc1ccccc1Cc1ccccc1	9.7%[10 µM]	i	-5.4%	0.0%	4.2%	-12.4%	3.9%	-3.2%
CC(C)CCNC(=O)C(Cc1ccccc1)NS(=O)(=O)c1ccc2c(c1)c(=O)n(C)c(=O)n2C (centres undefined)	-9.4%	-2.5%	-0.7%&-6.0%	-4.6%&-1.2%	-1.1%&-2.9%	0.1%&-2.0%	·	-10.8%&-5.9%
COC(=O)COc1cccc2c(=O)n(CC(=O)N3CCCCC3)ccc12	10.1%[10 µM]	9.5%	·	-1.4%	-5.1%	-9.0%	·	-8.5%
CCOC(=O)c1c(C)c(C(=O)Nc2ccc3c(c2)OCCO3)c(C)n1CC	-30.9%	-0.3%	-3.7%	-1.3%	-3.9%	-0.8%	-9.2%	-18.3%
NC(=O)c1ccccc1NC(=O)CN1CCOCC1	2.2%[10 µM]	-2.5%	-2.4%	-6.7%	-5.3%	-6.7%	6.4%	-11.8%
CCS(=O)(=O)N1CCN(c2ccc([N+](=O)[O-])c(NC(C)c3ccccc3)c2)CC1 (centres undefined)	-25.1%	-10.4%	?	-1.3%	-2.1%	-4.5%	-6.6%	?
COc1ccc2nc(N=Nc3ccc(N(C)C)cc3)sc2c1	-116.5%[inhibitor]	i	0.891µM*	-0.4%	-12.6%	7.3%	?	?
C=CC[N+]1(CC#CCOC(c2ccccc2)c2ccccc2)CCOCC1	-8.1%	-7.9%	9.1%	0.7%	3.3%	-23.7%	14.2%	1.5%
CC1CCN(S(=O)(=O)c2ccc(NC(=O)c3cccs3)cc2)CC1	-9.1%[10 µM]	-6.4%	-0.1%	0.7%	?	2.6%	0.6%	?
CCOc1ccc(OCC)c(S(=O)(=O)NCc2cccnc2)c1	-16.0%[10 µM]	i	-0.1%	2.2%	7.8%	-1.1%	?	-0.9%
O=C(NCCOc1nc(N2CCCCC2)nc(N2CCOCC2)n1)Nc1ccccc1	3.0%	-17.1%	3.0%	-6.6%	1.7%	-4.4%	8.0%	-10.8%
CCOCc1nnc(NC(=O)c2cccc(OC)c2)s1	·	i	2.6%	-2.7%	6.4%	-2.8%	1.9%	12.1%
Cc1ccc(C)c(NS(=O)(=O)c2ccc(NC(=O)c3ccco3)cc2)c1	-25.9%[10 µM]	i	3.0%	-1.7%	-9.5%	2.8%	-9.3%	-22.4%
CN(C)CC/C=C1/c2ccccc2COc2ccccc21	·	19.8%	-11.6%&-4.2%	-0.4%&-2.4%	-17.2%&-0.7%	3.4%&-2.0%	·	-20.4%&0.1%
N#CC1(c2c(O)nc3n(c2=O)CCCS3)CCCCC1	-24.4%[0.074 µM]	-2.7%	-8.8%	2.3%	1.8%	-5.2%	5.1%	7.3%
O=C(CN(C(=O)CNC(=O)c1ccco1)c1ccc2c(c1)OCCO2)NC1CCCC1	-20.7%[10 µM]	5.1%	?	0.4%	3.7%	-0.3%	-9.9%	21.2%
Cc1cc(C)c(/C=C/c2onc(C)c2S(=O)(=O)N2CCC(C(=O)NCc3ccccc3Cl)CC2)c(C)c1	·	·	-3.4%	-1.7%	-14.2%	0.4%	·	-15.4%

Results in TexasRed fluor, HTT cytoprotect and RECQ1 helicase (four entries from above):
Molecule,TexasRed fluor,HTT cytoprotect,RECQ1 helicase
O=C(NCCOc1nc(N2CCCCC2)nc(N2CCOCC2)n1)Nc1ccccc1,-6.6%,3.0%,-17.1%
CC1CCN(S(=O)(=O)c2ccc(NC(=O)c3cccs3)cc2)CC1,0.7%,-9.1%[10 µM],-6.4%
Cc1cc(-c2nn(-c3ccccc3F)cc2CN(C)CC(O)CO)c(C)s1 (centres undefined),1.2%,-6.0%[10 µM],i
CCOC(=O)c1c(C)c(C(=O)Nc2ccc3c(c2)OCCO3)c(C)n1CC,-1.3%,-30.9%,-0.3%

Next part.
molecule	HTT cytoprotect	RECQ1 helicase	Tau ThT inhib	TexasRed fluor	Tau FP inhib	TRb-SRC2 inh	L3MBTL1 inh	Tau fluor counter
Cc1ccc(OC(=O)CCC(=O)NC(C)c2ccccc2)cc1 (centres undefined)	18.9%[0.074 µM]	-1.9%	-5.8%	-0.4%	-12.3%	-1.3%	0.6%	-2.1%
Cc1nc2ccc(NC(=O)c3cncc(Br)c3)cc2s1	3.5%[10 µM]	i	-6.0%	-0.4%	-7.2%	3.9%	·	-7.8%
CCOc1ccc(C(=O)NC(=S)Nc2ccc(N3CCOCC3)c(Cl)c2)cc1[N+](=O)[O-]	20.9%[10 µM]	-5.0%	?	-5.9%	4.0%	0.6%	-5.6%	?
COc1ccccc1NC(=O)CN(Cc1ccco1)C(=O)c1cccs1	0.4%[10 µM]	-2.1%	-12.3%	-2.7%	-5.0%	3.1%	·	-1.9%
CCCNC(=O)c1ccc2c(=O)c(O)c(-c3ccc(Cl)c([N+](=O)[O-])c3)[nH]c2c1	-3.7%[10 µM]	i	-7.2%	-0.8%	4.8%	4.5%	·	-24.1%
COc1cc(C(=O)NNC(=S)NC(=O)c2ccc3c(c2)OCO3)cc(OC)c1OC	13.2%[10 µM]	-3.4%	·	-0.1%	-2.8%[0.0958 µM]	-1.7%	·	9.6%[0.0958 µM]
Cc1ccc(-n2ncc(C(=O)NCCCN3CCN(C)CC3)c2C2CCN(C(=O)OC(C)(C)C)CC2)cc1	·	·	2.7%	-2.8%	-1.9%	-1.7%	·	-1.9%
O=C(Cc1c(F)cccc1Cl)Nc1ccc(-n2cnnn2)cc1	-27.0%	-3.4%	-16.9%	1.1%	-5.6%	3.1%	·	-21.9%
O=c1[nH]c(SCc2cccc(Cl)c2)nc2[nH]ncc12	-20.5%	-5.5%	-17.5%	-1.0%	-3.5%	0.8%	·	-8.6%
Cc1cc(Br)ccc1OCCCCNC(C)(C)C	-26.8%	-1.2%	-9.8%	-1.5%	-0.7%	-5.1%	-0.9%	-3.9%
C/C(=N\NC(=O)CSc1nnc(C)s1)c1ccc(O)cc1	·	i	1.4%	-5.7%	9.2%	1.2%	3.6%	-1.5%
CC(=O)C1=C(O)C(=O)N(c2nnn(C)n2)C1c1cccs1 (centres undefined)	4.2%	-6.4%	-10.4%	-0.3%	-8.9%	3.4%	-3.5%	-5.4%
COCCN(C(=O)Cc1cccs1)C(C(=O)NC1CCCC1)c1cc(OC)c(OC)c(OC)c1 (centres undefined)	-7.2%[10 µM]	10.5%	-14.2%	-0.7%	10.3%	-0.3%	-2.3%	6.3%[2.34 µM]
COc1ccc(CNC(=O)CN(C(=O)c2ccc(CN3CCOCC3)o2)C2CCCC2)cc1	-3.7%[10 µM]	0.0%	-6.9%	-9.8%	7.3%	4.4%	-1.3%	3.7%
O=C(NC1CCCCC1)c1ccc(S(=O)(=O)N2CCCC2)cc1	9.9%[1.9 µM]	-1.8%	-8.5%	0.8%	-1.4%	1.5%	5.2%	-1.8%
Cn1c(=O)c2c(-c3ccccc3)n(-c3ccccc3O)cc2n(C)c1=O	-24.1%	5.4%	-12.2%	-4.3%	-7.5%	-6.9%	-5.5%	-10.6%
COc1ccc(OC)c(S(=O)(=O)N2Cc3ccccc3CC2C(=O)Nc2nccs2)c1 (centres undefined)	-41.2%[inhibitor]	6.5%	0.6%	-3.8%	-3.0%	1.3%	·	-6.7%
CCOc1ccccc1NC(=O)CC1Nc2ccccc2NC1=O (centres undefined)	-14.0%&-7.4%[10 µM]	0.4%	11.9%	0.7%	-1.2%	15.8%	0.7%[11.4 µM]	8.2%
Cn1ncc(C#N)c1NC(=O)C1CC(c2ccccc2Cl)=NO1 (centres undefined)	25.6%[10 µM]	-18.2%	·	-2.1%	3.8%	-0.6%	·	-3.3%

Source: PubChem (National Center for Advancing Translational Sciences (NCATS))
